C-LANA FP = inhibitors of KSHV C-LANA binding to DNA, primary screen, biochemical, fluorescence polarization, FAM-LBS DNA, MBP-C-LANA, single point; Kaposi's sarcoma herpesvirus LANA C-terminal domain (residues 932-1162) DNA binding; inhibition, % at 9 µM; 340,000 tested, 0.078% active;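 active = highest replicate inhibition at or above 60% at 9 µM, even if other replicates fall short; inactive = all replicates below 60% inhibition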;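 also: 0% = neutral control wells and 100% = 4 µM acridine orange control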
RTF Ca sens act = cardiac RTF calcium sensitivity activators, primary screen, biochemical, IANBD-TnC fluorescence, EC20 calcium. Troponin I, cardiac muscle (Homo sapiens) + Troponin T, cardiac muscle (Homo sapiens) + …. IANBD-labeled TnC RTF fluorescence at EC20 calcium; 0% EC20 calcium, 100% full calcium. activation, % at 7.2 µM. 340,000 tested, 0.24% active;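 active = activation above the mean over all tested compounds plus 3 SD, cut at about 30% in these data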;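 also: rise in fluorescence read as greater calcium sensitivity of cardiac thin filaments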
SR-BI uptake up = activators of SR-BI mediated DiI-HDL uptake, primary screen, ldlA[mSR-BI] CHO cells, DiI fluorescence; AID 504775, 2011; 320,000 tested, 0.096% active; 3 h; 100 = double the neutral-control signal; activation, % at 12.5 µM;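 active = mean replicate activation of at least 60% and every replicate at or above 60%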;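 also: 0% = median plate neutral-control signal and 100% = twice that signal; values of inactives mirror those of a sister screen read the other way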
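Material – SR-BI-overexpressing, LDLR-lacking CHO cells · Medium – BSA-supplemented, HEPES-buffered Ham's F12, pH 7.4 · Doses – single concentration · Times – compound with DiI-HDL co-incubation, 3 h at 37 °C · Measured by – bottom-read fluorescence, 550/595 nm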
Keap1 Nrf2 FP = Keap1-Nrf2 protein-protein interaction inhibitors, primary screen, biochemical, fluorescence polarization, single point; Kelch-like ECH-associated protein 1 (Homo sapiens), Q14145; Keap1 Kelch-Nrf2 peptide fluorescence polarization, 1536-well; inhibition, % at 9.4 µM; 340,000 tested, 0.15% active; in the data active = inhibition above about 12%;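 also: human Keap1 Kelch domain with fluorescein labeled Nrf2 9mer peptide probe; 0% = neutral control wells and 100% = peptide positive control; higher means more block of Keap1 binding to Nrf2 peptide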
CAL PDZ FP-1 = CAL PDZ peptide-binding inhibitors, primary screen, biochemical, fluorescence polarization, Cer-tagged CAL PDZ, HTS; Golgi-associated PDZ and coiled-coil motif-containing protein (Homo sapiens), Q9HD26; purified CAL PDZ, TMR-peptide fluorescence polarization, 1 h; inhibition, % at 20 µM; 330,000 tested, 0.02% active; AID 504414, 2011;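 active = highest replicate inhibition of at least 40%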;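 also: plate controls were DMSO neutral control wells for no effect and unlabeled competitor peptide control wells for full effect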
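System: tagged CAL PDZ domain. Schedule: 1 h room-temperature incubation prior to read. Signal: fluorescence polarization (mP). Measure: percent inhibition from loss of millipolarization.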
Rtt109 Vps75 = inhibitors of C. albicans Rtt109/Vps75 HAT, primary screen, biochemical, ThioGlo CoA-SH fluorescence, plate reader. 330,000 tested, 0.16% active. AID 540336, 2011. Histone acetyltransferase RTT109 (Candida albicans (strain SC5314 / ATCC MYA-2876)), …. purified Rtt109/Vps75, 4 h. inhibition, % at 34.9 µM;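 active = inhibition of at least 50% in every replicate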
Target sequence (Q5AAJ8 whole entry, looked up): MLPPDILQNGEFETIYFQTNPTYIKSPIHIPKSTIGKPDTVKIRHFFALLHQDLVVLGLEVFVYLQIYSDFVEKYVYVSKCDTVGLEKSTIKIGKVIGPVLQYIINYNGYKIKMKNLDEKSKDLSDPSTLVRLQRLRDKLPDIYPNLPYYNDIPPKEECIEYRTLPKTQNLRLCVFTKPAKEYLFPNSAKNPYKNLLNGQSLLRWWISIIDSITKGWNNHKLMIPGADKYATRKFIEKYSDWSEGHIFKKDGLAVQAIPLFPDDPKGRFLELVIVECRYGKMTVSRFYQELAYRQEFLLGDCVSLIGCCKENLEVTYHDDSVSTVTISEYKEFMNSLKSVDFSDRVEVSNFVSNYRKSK
Cardiac RTF inh = cardiac RTF calcium sensitivity inhibitors, primary screen, biochemical, IANBD-TnC fluorescence, EC70 calcium | Troponin I, cardiac muscle (Homo sapiens) + Troponin T, cardiac muscle (Homo sapiens) + … | IANBD-labeled cardiac RTF, Ca2+ fluorescence | inhibition, % at 7.15 µM | 340,000 tested, 0.12% active | AID 493244, 2011;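 active = inhibition above the mean inhibition of all tested compounds plus 3 SD, cut at about 17% in these data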;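 also: assay run at fixed EC70 calcium of 1.6 mM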
PKA-R2B act = activators of PKA-R2B holoenzyme, primary screen, biochemical, fluorescence polarization, Cy5-IP20, human | 340,000 tested, 0.079% active | AID 504700, 2011 | PKA-R2B holoenzyme dissociation; R2B truncated from residue 108, S112A mutant; 0% DMSO only, 100% 113 µM cGMP | cAMP-dependent protein kinase catalytic subunit beta (Homo sapiens) + cAMP-dependent … | activation, % at 11.4 µM;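 active = activation above a cutoff set at the mean over all compounds plus 3 SD, cut at about 18% in these data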;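 also: higher means more holoenzyme dissociation and a rise in polarization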
DAGLB inhibitor = DAGLB lipase inhibitors, primary screen, biochemical, fluorescence, HTS | Diacylglycerol lipase-beta (Homo sapiens), Q8NCG7 | HEK293T DAGLB membrane lysate, EnzChek fluorogenic substrate | inhibition, % at 5.17 µM | 340,000 tested, 0.059% active | AID 504411, 2011; in the data active = inhibition above about 34%;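 also: 0% = enzyme with vehicle and 100% = wells lacking enzyme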
Target sequence (Q8NCG7 whole entry, looked up): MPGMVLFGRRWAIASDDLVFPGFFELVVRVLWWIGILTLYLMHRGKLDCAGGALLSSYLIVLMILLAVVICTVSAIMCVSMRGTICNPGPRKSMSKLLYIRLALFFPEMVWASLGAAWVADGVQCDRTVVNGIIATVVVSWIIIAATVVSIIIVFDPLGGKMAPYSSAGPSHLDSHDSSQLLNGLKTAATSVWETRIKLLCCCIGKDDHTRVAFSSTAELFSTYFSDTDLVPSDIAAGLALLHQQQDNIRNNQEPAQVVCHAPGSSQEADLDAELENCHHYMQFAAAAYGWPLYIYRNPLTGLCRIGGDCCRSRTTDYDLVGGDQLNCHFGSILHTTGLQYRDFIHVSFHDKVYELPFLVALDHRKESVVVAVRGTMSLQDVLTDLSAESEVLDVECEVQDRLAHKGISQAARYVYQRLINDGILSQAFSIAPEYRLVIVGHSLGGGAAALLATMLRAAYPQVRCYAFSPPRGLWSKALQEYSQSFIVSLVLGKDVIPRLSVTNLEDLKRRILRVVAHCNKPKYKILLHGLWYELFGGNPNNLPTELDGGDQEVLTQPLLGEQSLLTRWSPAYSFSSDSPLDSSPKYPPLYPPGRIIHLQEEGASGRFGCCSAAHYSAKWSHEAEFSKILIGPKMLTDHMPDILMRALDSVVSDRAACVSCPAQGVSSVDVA
CAL PDZ FP-2 = untagged CAL PDZ binding inhibitors, primary screen, biochemical, fluorescence polarization, HTS; 300,000 tested, 0.92% active; AID 602252, 2012; purified CAL PDZ, TMR-peptide fluorescence polarization, 1 h; inhibition, % at 24.9 µM; Golgi-associated PDZ and coiled-coil motif-containing protein (Homo sapiens), Q9HD26;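 active = mean inhibition of at least 30% with at least half of replicates also reaching 30%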;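 also: 0% = DMSO neutral control and 100% = excess unlabeled competitor peptide PRC23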
Active calls of the source: *; . = no result given.

SMILES	C-LANA FP	RTF Ca sens act	SR-BI uptake up	Keap1 Nrf2 FP	CAL PDZ FP-1	Rtt109 Vps75	Cardiac RTF inh	PKA-R2B act	DAGLB inhibitor	CAL PDZ FP-2
COc1ccc(NS(=O)(=O)Cc2ccccc2Cl)cn1	0.4	-2	3	-6	-0.4	3	-1	10	0	-1
CC(NC(=O)c1cc(COc2cccc(C(F)(F)F)c2)on1)c1nccs1 (stereo not given)	-0.9	2	-4	3	18	2	-2	-7	3	-18
Cc1cc(=O)oc2cc(OCC(O)CN3CCN(c4ccccc4)CC3)ccc12 (stereo not given)	.	-4	-9	-5	.	-1	-3	-10	-5	-6
COc1cc2c(C(=O)NC3CCCCCC3)cn(C)c(=O)c2cc1OC	-0.8	1	-3	2	-0.6	-1	-8	-1	0	-3
Cc1onc(-c2c(F)cccc2Cl)c1C(=O)Nc1cccc(S(=O)(=O)N2CCOCC2)c1	-0.7	-3	-14	-4	-1.5	-6	-8	0	-1	.
CCC(C)(C)NC(=O)C(c1cccnc1)N(C(=O)c1csnn1)c1ccc(C)cc1 (stereo not given)	-0.3	0	12	-5	-0.7	15	-3	-1	-1	.
O=C(Cc1ccccc1)NCC(=O)Nc1ccccc1Br	0.9	-6	.	-2	-0.2	15	2	0	-1	.
C(=N\Nc1nc(-c2ccccc2)cs1)/c1cccs1	0.4	-4	-63	2	-1.6	10	0	-6	2	-1
Cc1ccc(S(=O)(=O)N2CCOCC2)cc1NC(=O)CSCc1c(C)noc1C	3.7	1	6	-9	0.2	-11	-3	3	-1	-5
Cn1cnc2c(=O)sc3ccccc3c21	1.2	1	8	2	-0.9	-1	-8	-4	1	.
CCCNC(=O)C(CC)NC(=O)c1cccc([N+](=O)[O-])c1 (stereo not given)	1.2	11	35	-1	-0.7	2	-1	-3	-1	2
COc1cc2c(C(=O)NCCCN3CCN(c4cccc(Cl)c4)CC3)cn(C)c(=O)c2cc1OC	-1.7	-4	23	0	-1.7	4	-5	1	0	5
Cn1c(=O)c2c(ncn2CC(=O)OCC(=O)Nc2cccc(Cl)c2)n(C)c1=O	-2.6	-1	16	-1	-5.2	3	0	-5	2	0
CCOc1ccc(S(=O)(=O)N2CCN(C(=O)CCOc3ccccc3C)CC2)cc1	0.0	-5	-24	-1	-1.6	2	1	-13	-2	-1
O=C(c1cc(-c2ccc(Cl)cc2)on1)N1CCCC1	-0.1	-4	-5	-9	-0.2	-3	-13	-7	-6	-4
CCN(CC(=O)Nc1ccc(S(=O)(=O)N2CCCC2)cc1)Cc1ccccc1	1.4	7	-32	-1	-2.2	-5	1	-3	-2	-3
COc1ccc(C(=O)N(CN2CCCC2=O)c2ccccc2OC)cc1OC	0.1	1	8	-3	-0.3	-5	4	-5	0	.
CCOc1cc2[nH]c(=S)n(CCCN3CCN(C)CC3)c(=O)c2cc1OCC	1.0	6	-4	1	-1.8	-2	0	-5	1	-2
CCOCCCNC(=O)CN1C(=O)COc2ccc(S(=O)(=O)N3CCC(C)CC3)cc21	-0.1	-1	23	-4	-3.0	-2	-1	7	-3	-3
O=C(NC1CC1)c1cc(-c2ccco2)nc2ccccc12	-0.9	-17	-1	3	1.1	-33	8	-15	-2	-2
CCc1c(C)nc(N2CCN(c3cccc(OC)c3)CC2)[nH]c1=O	0.4	-1	-7	-4	-1.3	6	-11	9	2	.
CCOc1ccc(Oc2nc(Nc3ccc(C)cc3)nc(N(C)C)n2)nn1	0.7	-1	-34	3	-0.1	1	-7	-3	-2	-3
CCOC(=O)N1CCN(C(=O)c2ccc(N3C(=O)c4ccccc4C3=O)cc2)CC1	3.5	-5	4	-3	-1.0	19	0	-3	-3	0
O=C(O)CCc1ccc(-c2ccccc2)n1CC(=O)O	1.4	1	17	2	-0.4	-7	-8	-7	3	-4
O=S(=O)(c1ccccc1)N1CCCCC1CCc1ccccc1 (stereo not given)	-1.6	-6	-21	-7	-0.2	-2	-1	-3	-11	.
CC1CCCCN1CCNC(=O)C1CCN(S(=O)(=O)c2cccc3cccnc23)CC1 (stereo not given)	-0.2	3	-3	2	-1.8	-12	-15	-6	1	-2
Cc1cc(C)cc(OCC(=O)Nc2ccc(S(=O)(=O)Nc3ccccn3)cc2)c1	0.2	-1	-36	-1	-0.3	-15	-17	5	-3	-2
[O-][N+]12CCN(CC1)c1ccccc12	0.6	10	22	-6	0.1	-5	-5	-2	5	1
CN1CCN(C(=S)NC(=O)c2ccc(C(C)(C)C)cc2)CC1	-0.5	3	22	1	-0.1	2	11	-11	-3	-5
COc1cc(CC(NC(C)=O)C(=O)NC2CCN(C(=O)c3ccc(C)cc3)CC2)cc(OC)c1 (stereo not given)	-0.4	-6	-3	1	-0.3	2	4	-5	1	4
COc1ccc(NC2CS(=O)(=O)CC2NCc2ccccc2)cc1 (stereo not given)	0.1	-2	-1	-4	0.1	-6	2	-13	-1	.
Cc1cc(NS(=O)(=O)c2ccc(NC(=S)NC(=O)c3ccc(Br)cc3)cc2)no1	-1.0	4	22	-4	-0.1	-6	-7	-15	8	.
CC1=NNC(=O)C1CC(=O)N/N=C(/C)c1cccc([N+](=O)[O-])c1 (stereo not given)	-0.2	2	9	5	-2.1	11	9	-5	-3	3
CC(=O)Nc1c(C#N)c(C(C)(C)C)cn1C	0.6	1	-3	1	-2.7	7	-19	-11	-2	-2
Cc1nc2c(C)cccn2c1/C(O)=C1\C(=O)C(=O)N(CCN(C)C)C1c1ccccc1 (stereo not given)	-0.1	0	7	-3	-1.6	-25	-6	2	-2	5
O=C(Nc1ccc(OC(F)(F)F)cc1)C1CCCN(S(=O)(=O)c2cnc[nH]2)C1 (stereo not given)	0.6	-2	4	-3	-1.2	-1	-11	7	-2	-8
CNS(=O)(=O)c1ccc(NC(=O)C2CC(=O)N(c3ccc(Cl)cc3)C2)cc1 (stereo not given)	-0.3	-4	-28	2	-0.6	24	-6	7	-1	-2
COc1cccc(CSc2nc3ccccc3[nH]2)c1	1.8	-4	29	-1	-2.0	1	-1	4	3	1
CC1(c2ccccc2)NC(=O)N(CC(=O)NNC(=O)c2ccccc2F)C1=O (stereo not given)	-0.8	4	14	9	-1.6	-6	-4	7	-2	-3
Cc1ccc2oc(-c3ccc(C)c(NC(=S)NC(=O)c4cccs4)c3)nc2c1	0.9	-5	-5	-1	-3.3	-20	-18	13	-1	0

Three entries picked at random from the list so far, as already listed:
SMILES	C-LANA FP	RTF Ca sens act	SR-BI uptake up	Keap1 Nrf2 FP	CAL PDZ FP-1	Rtt109 Vps75	Cardiac RTF inh	PKA-R2B act	DAGLB inhibitor	CAL PDZ FP-2
CNS(=O)(=O)c1ccc(NC(=O)C2CC(=O)N(c3ccc(Cl)cc3)C2)cc1 (stereo not given)	-0.3	-4	-28	2	-0.6	24	-6	7	-1	-2
COc1cccc(CSc2nc3ccccc3[nH]2)c1	1.8	-4	29	-1	-2.0	1	-1	4	3	1
CC(=O)Nc1c(C#N)c(C(C)(C)C)cn1C	0.6	1	-3	1	-2.7	7	-19	-11	-2	-2

(list continues)
SMILES	C-LANA FP	RTF Ca sens act	SR-BI uptake up	Keap1 Nrf2 FP	CAL PDZ FP-1	Rtt109 Vps75	Cardiac RTF inh	PKA-R2B act	DAGLB inhibitor	CAL PDZ FP-2
Cc1ccc(NC(=O)NC2CCN(CC(=O)Nc3nccs3)CC2)cc1	-1.0	-2	-25	0	-3.1	.	-5	-6	1	-3
Cc1ccccc1N1CC(=O)N(c2ccccc2C)CC1=O	1.9	10	.	-1	-3.7	-19	-7	3	0	-4
COc1cccc2cc(C(=O)Nc3ccccc3C)/c(=N/NS(=O)(=O)c3ccccc3)oc12	-0.9	-5	7	-2	-3.8	-4	-2	-5	1	3
Clc1cccc(Cl)c1Cn1cnc2c(N3CCCCCC3)ncnc21	0.3	3	10	5	-3.6	.	-10	-17	-12	-4
CCOCCCNC(=O)C(=O)NCCCOCC	-0.8	3	17	2	0.6	1	4	3	-1	.
COc1cc2c(cc1OC)C(c1ccccc1C)CC(=O)N2 (stereo not given)	2.7	3	-13	-3	-1.2	6	-7	-1	1	-1
CC(C)OP(=O)(OC(C)C)C(Nc1ccccc1)c1ccccc1C(F)(F)F (stereo not given)	1.7	1	3	4	0.1	21	2	-6	-3	-11
O=C(Cn1cnc2c(NCc3ccccc3)ncnc21)NCCc1cc2ccccc2[nH]1	0.7	-4	3	4	0.1	6	-6	-3	-3	-2
O=C(OCc1csc(-c2ccccc2)n1)c1ccccc1O	0.2	-1	37	-4	-0.2	-2	-6	3	-6	.
Cn1c(CC(=O)NNC(=O)c2cccnc2)nc2ccccc21	0.6	-9	14	-6	-2.2	5	1	-10	-1	.
CCNC(=S)NCCN1CCCCC1	-0.7	2	12	-1	.	10	2	8	0	-1
Oc1cccc(Nc2nc(O)c(/C=C3\C=Nc4ccccc43)s2)c1	-9.4	27	-60	-14	1.8	1	-55	-11	0	-4
Cc1cccc(-c2nnc(SCC(=O)Nc3cc(C)on3)n2C)c1	0.3	0	30	0	-0.4	1	-9	-4	0	-9
O=C(NCCCc1ccccc1)c1ccc(CS(=O)Cc2ccc(Cl)cc2)o1 (stereo not given)	0.3	-3	-7	-3	-0.6	7	-2	-8	0	-1
CN(/C=C1/C(=O)CNC1=O)CCO	0.3	.	13	-3	-0.6	3	.	.	.	4
CCn1c(SCC(=O)Nc2cccc(C)n2)nnc1-c1ccco1	-0.4	6	-3	-3	-0.6	0	-2	1	-2	-3
COc1ccccc1C/C(N)=N/OC(=O)COc1cc(C)cc(C)c1C	0.4	-5	50	-2	-1.8	.	4	7	-18	-5
COc1ccc(C(=O)O)cc1S(=O)(=O)NCCc1ccccn1	-1.3	16	-8	0	1.4	-7	-6	0	1	-3
CS(=O)(=O)Nc1ccccc1N=C(c1ccccc1)c1ccccc1	-1.0	-2	16	-5	0.3	5	-4	-2	-1	-1

Assay outcomes as filed in PubChem BioAssay.
